Assay outcomes as filed in PubChem.
FBPA coupling cs: qHTS Assay for Inhibitors of Fructose-1,6-bisphosphate Aldolase from Giardia Lamblia: Coupling assay counterscreen. coupling enzyme system counterscreen, AmpLite Red fluorescence. activity change, negative = inhibition, % at 58.2 µM, hits read low. 290,000 compounds, 0.67% hits; in the data active = activity change below about -30%; note: % is set by controls: 0 for no effect and ±100 for the full control effect
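Counterscreen of the coupled detection system alone, without aldolase: glyceraldehyde-3-phosphate coupling enzymes plus AmpLite Red readout. Compounds at 57.5 uM final, 10 min RT preincubation, 20 min RT reaction, fluorescence 525/598 nm.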
Tb PFK block: qHTS Assay to Find Inhibitors of T. brucei phosphofructokinase. Potency, µM (series often up to 57.5 µM), inactives show top-dose activity, negative = inhibition, hits mostly inhibitors. 330,000 compounds, 0.17% hits. T. brucei PFK, ADP-Glo luminescence. ATP-dependent 6-phosphofructokinase (Trypanosoma brucei brucei), O15648;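 note: potency is the fitted concentration of half-maximal effect; 0% = uninhibited 1x PFK enzyme wells and -100% = no-enzyme wells; nearly all actives have a fitted effect of over 60% in size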
Target sequence (O15648 whole entry, looked up): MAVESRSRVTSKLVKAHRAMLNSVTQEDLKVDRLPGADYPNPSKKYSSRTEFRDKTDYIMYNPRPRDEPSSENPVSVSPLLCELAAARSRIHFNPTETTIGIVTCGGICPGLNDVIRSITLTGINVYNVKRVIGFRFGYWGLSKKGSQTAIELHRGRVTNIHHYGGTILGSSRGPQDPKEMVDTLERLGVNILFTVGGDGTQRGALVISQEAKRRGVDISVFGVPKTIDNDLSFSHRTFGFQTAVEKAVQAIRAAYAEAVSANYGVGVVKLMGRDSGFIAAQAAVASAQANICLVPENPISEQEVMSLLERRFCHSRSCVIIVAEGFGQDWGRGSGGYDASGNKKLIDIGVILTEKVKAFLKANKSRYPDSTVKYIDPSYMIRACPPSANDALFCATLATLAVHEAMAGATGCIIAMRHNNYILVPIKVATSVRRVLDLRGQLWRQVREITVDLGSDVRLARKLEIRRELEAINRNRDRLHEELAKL
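Luminescent ADP detection (ADP-Glo, two-step: ATP depletion then ADP-to-ATP conversion for luciferase) reported PFK activity after 45 min room-temperature reaction of 1.25 nM enzyme with 0.5 mM F6P and 0.1 mM ATP at pH 8.0.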
ELG1 genotoxic: qHTS screen for small molecules that induce genotoxicity in human embryonic kidney (HEK293T) cells expressing luciferase-tagged ELG1 | HEK293T ELG1-luciferase reporter, luminescence, 16 h | Potency, µM (series often up to 46 µM), without a hit: top-dose activity change, positive = activation, usual class: activators | 330,000 compounds, 1.3% hits; note: potency is the fitted concentration of half-maximal effect; % of control where 0% means no effect; nearly all actives have a fitted effect of over 60% in size
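Quantitative HTS format in 1536-well plates. HEK293T ELG1-luciferase reporter cells receive test compound and are incubated 16 hr at 37 °C, 5% CO2; ONE-Glo added, 30 min room temperature, then luminescence read.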
Giardia kill: Small Molecules that selectively kill Giardia lamblia: qHTS; Giardia lamblia trophozoite viability; activity change, % at 7.66 µM, hits read low; 340,000 compounds, 0.15% hits; in the data active = activity change below about -80%; inconclusive = between about -30% and that limit;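 note: parasites exposed to compound for two days anaerobically before the ATP read; % is set by controls: 0 for no effect and ±100 for the full control effect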
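Trophozoite viability was measured as ATP-dependent luminescence, read 15-30 min after reagent addition. Before that, parasites at 100 cells/well were exposed to compounds for 48 h, anaerobically, at 37 deg C.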
Gal4-VP16 FLuc: VP16 counterscreen qHTS for inhibitors of ROR gamma transcriptional activity; Potency, µM (titrated, usually from 53.6 µM), for inactives: top-dose activity, negative = inhibition, most hits filed as inhibitors; Drosophila S2 Gal4-VP16 UAS-luciferase, luminescence, 20 h; 310,000 compounds, 3.5% hits;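 note: Gal4-VP16 expression switched on by copper sulfate through the metallothionein promoter; potency is the fitted concentration of half-maximal effect; % is set by controls: 0 for no effect and ±100 for the full control effect; nearly all actives have a fitted effect of over 50% in size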
NPC1 prom act: qHTS Assay for NPC1 Promoter Activators | Huh7 NPC1 promoter luciferase reporter, 24 h | Potency, µM (top dose mostly 9.22 µM), for the others: at the highest dose activation, hits mostly activators | 320,000 compounds, 2.4% hits | AID 485313, 2010;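 note: potency is the fitted concentration of half-maximal effect; % of control where 0% means no effect; nearly all actives have a fitted effect of over 60% in size; reporter is driven by a mutant NPC1 promoter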
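Readout is luciferase luminescence, reflecting NPC1 promoter activation in stably transfected Huh7 cells after 24 h compound exposure at 37 °C in reduced-serum medium with 10% FBS.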
RORgamma inh: qHTS for inhibitors of ROR gamma transcriptional activity; Drosophila S2 Gal4-RORgamma UAS-luciferase reporter, 20 h; Potency, µM (top dose mostly 53.6 µM), for inactives: at the top dose activity change, negative = inhibition, most hits filed as inhibitors; Nuclear receptor ROR-gamma (Mus musculus), P51450; 310,000 compounds, 5.4% hits; AID 2551, 2010; note: potency is the fitted concentration of half-maximal effect; % is set by controls: 0 for no effect and ±100 for the full control effect; nearly all actives have a fitted effect of over 60% in size
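Schneider cells (Drosophila), stable Gal4 DBD–ROR gamma + UAS-luc; 1 hr cmpd preincubation; Cu2+ induction 700 uM final; 20 hr ambient; luminescence.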
Rab9 prom act: qHTS Assay for Rab9 Promoter Activators; AID 485297, 2010; 320,000 compounds, 2.8% hits; Potency, µM (top dose mostly 9.22 µM), without a hit: at the highest dose activation, negative = inhibition, actives largely listed as activators; Huh7 Rab9 promoter-luciferase reporter, luminescence, 24 h; note: potency is the fitted concentration of half-maximal effect; % of control where 0% means no effect; nearly all actives have a fitted effect of over 60% in size
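Huh7 cells stably carrying a Rab9 promoter-luciferase reporter, 1500 cells per well in OP-MEM I with 10% FBS, treated with compound 24 hours at 37C. Luciferase activity read by luminescence after 10 minutes with Amplite reagent.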
FLuc modulator: qHTS profiling assay for firefly luciferase inhibitor/activator using purifed enzyme and Km concentrations of substrates (counterscreen for miR-21 project) | Luciferin 4-monooxygenase (Photinus pyralis), P08659 | purified FLuc, Km substrates, luminescence inhibition | Potency, µM (top dose mostly 57.5 µM), for the others: at the highest dose activity change, negative = inhibition, hits mostly inhibitors | 360,000 compounds, 6.9% hits | AID 588342, 2011;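 note: potency is the fitted concentration of half-maximal effect; plate controls were vehicle for no effect and reference inhibitor for full effect; nearly all actives have a fitted effect of over 55% in size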
Target sequence (P08659 whole entry, looked up): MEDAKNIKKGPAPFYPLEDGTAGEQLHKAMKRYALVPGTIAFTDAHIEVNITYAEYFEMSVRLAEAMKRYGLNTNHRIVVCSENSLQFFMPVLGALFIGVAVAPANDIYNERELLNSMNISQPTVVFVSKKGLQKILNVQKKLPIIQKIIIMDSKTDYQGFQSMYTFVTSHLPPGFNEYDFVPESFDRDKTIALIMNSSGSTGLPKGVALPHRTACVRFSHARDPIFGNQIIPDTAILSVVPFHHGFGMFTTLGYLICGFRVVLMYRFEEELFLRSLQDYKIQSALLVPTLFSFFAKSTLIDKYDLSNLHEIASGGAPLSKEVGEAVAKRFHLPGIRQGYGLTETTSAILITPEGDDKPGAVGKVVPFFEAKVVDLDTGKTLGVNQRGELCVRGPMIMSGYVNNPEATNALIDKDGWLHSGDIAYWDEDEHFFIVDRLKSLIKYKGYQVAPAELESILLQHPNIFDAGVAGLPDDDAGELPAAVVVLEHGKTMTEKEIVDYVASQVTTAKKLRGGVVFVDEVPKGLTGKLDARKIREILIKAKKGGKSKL
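Purified P. pyralis luciferase (10nM final) with 10uM D-luciferin and 10uM ATP (Km levels) in 50mM Tris acetate pH 7.5, 10mM Mg acetate, 0.01% Tween-20, 0.05% BSA; qHTS 6-point titration, ~60 µM downward; luminescence read.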
uPA generation: qHTS for Inhibitors of Cell Surface uPA Generation; Potency, µM (doses to about 38.3 µM), without a hit: at the top dose activity change, negative = inhibition, hits mostly inhibitors; AID 540303, 2011; cell surface uPA generation assay, qHTS; 330,000 compounds, 0.31% hits; active = well fitted inhibition curve with a large enough effect; inconclusive = small, poorly fitted or top-dose-only effect; inactive = no such curve, though single readings can be large or run the other way; tested in mouse RAW 264.7 cells; note: potency is the fitted concentration of half-maximal effect; % is set by controls: 0 for no effect and ±100 for the full control effect; nearly all actives have a fitted effect of over 55% in size
KCNH2 3.1 inh: qHTS for Inhibitors of KCHN2 3.1: Mutant qHTS; AID 720553, 2013; Potassium voltage-gated channel subfamily H member 2, brain isoform KCNH2 3.1 (human); U2OS KCNH2 3.1, thallium flux FluxOr; stronger effect = lower value; 340,000 compounds, 0.95% hits; activity change, % (tested at about 1.8 µM);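 active = maximum activity change below -70%; inconclusive = maximum activity change from -70% to -50%; inactive = maximum activity change above -50%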;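 note: thallium influx rate constant from kinetic fluorescence after stimulation buffer; % is set by controls: 0 for no effect and ±100 for the full control effect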
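We transduce U2OS cells with the mutant 3.1 virus, culture them overnight, load FluxOr with Red40 quencher for 45 min, then add stimulation buffer and read kinetically for 2 min to derive a normalized rate constant.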
Active calls of the source: *; ? = inconclusive; . = not tested or not shown; [ ] = remark or other dose. Unless noted, calls come from the whole dose curve; as a rule, active = well fitted curve in the direction sought with a large enough effect; inconclusive = small, poorly fitted or top-dose-only effect, or another doubt; inactive = no such curve, though single readings can be large; an effect the other way counts as inactive or inconclusive.

SMILES	FBPA coupling cs	Tb PFK block	ELG1 genotoxic	Giardia kill	Gal4-VP16 FLuc	NPC1 prom act	RORgamma inh	Rab9 prom act	FLuc modulator	uPA generation	KCNH2 3.1 inh
CCc1ccc(NC(=O)CSc2nnc(CNC(=O)c3cccs3)o2)cc1	.	-1%	0%	15	8%	2%	-7%	-1%	-11%	0%	0
Cc1csc2nc(O)c(C(=O)NCCN3CCOCC3)c(=O)n12	.	-2%	0%	-6	.	-5%	.	5%	3%	3%	-15
O=C(CSc1ccc(-c2cccnc2)nn1)c1ccc([N+](=O)[O-])cc1	1	-4%	-1%	-5	1%	-7%	1%	0%	0%	-1%	-5
Cc1c(C(=O)NCc2ccccc2)oc2c1C(=O)CCC2	1	-1%	0%	10	-3%	-1%	-5%	-4%	-1%	-2%	12
Cc1ccc(Cl)cc1NC(=O)C1CC(=O)Nc2ncnn21 (stereo not given)	0	0%	1%	-3	-1%	-2%	2%	1%	0%	2%	-1
Oc1csc(Cc2nc(-c3ccccc3F)cs2)n1	1	-1%	-4%	-22	?	?	-29%	5µM*	-18%	-3%	5
CC(C)(C)C(=O)Nc1ccc(C(=O)Nc2cccc(Oc3ccc(C(=O)O)c(C(=O)O)c3)c2)cc1	10	21µM*	-4%	-24	11µM*	4%	?	0%	1.5µM*	?	5
CCn1c(CSc2nc(C)cc(C)n2)nnc1SCC(=O)Nc1cccc2ccccc12	2	0%	-1%	-6	0%	0%	-35%	-3%	-3%[2.3 µM]	-9%	3
CN(C)C(=O)c1ccc(-c2cc(C(F)(F)F)n(C)n2)s1	1	5%	-2%	-8	2%	-2%	-3%	1%	4%	2%	-2
COc1ccc(Nc2ncc(C#N)c(N)n2)c(OC)c1	-2	1%	9%	0	-17%	11%	21%	0%	-17%	2%	-5
CCCNC(=O)c1ccc(N2CCC3(CC2)CC(c2cccc(Br)c2)=NO3)c(N)c1	.	-2%	-9%	16	.	-1%	.	-1%	0%	-24%	-37
Cc1cc(C(=O)Cn2cnc3cc(F)ccc3c2=O)c(C)n1C1CC1	.	2%	9%	13	.	.	.	.	.	4%	-10
Cc1ccc(C(C(=O)NC2CCCCC2)N(Cc2cccnc2)C(=O)c2csnn2)cc1 (stereo not given)	0	0%	0%	-10	1%	1%	5%	5%	1%	-1%	11
COc1ccc(N(CC(=O)NCc2ccccc2)C(=O)CCC(=O)Nc2cc(C)ccn2)c(OC)c1	3	2%	-2%	-1	-19%	-3%	?	1%	-2%	-3%	-20
COC(=O)/C=C1\S/C(=N/N=C/c2ccco2)NC1=O	4	-2%	-6%	-20	-16%[10 µM]	-6%	7.1µM*	-4%	?	-10%	3
CNC(=S)NCc1ccc2[nH]c3c(c2c1)CCCC3	-8	-1%	-1%	-17	-14%	-2%	18µM*	-10%	5%	0%	-4
CCC(C)NC(=O)CSc1nnc(-c2cc(-c3ccc(C)cc3)nc3ccccc23)n1N (stereo not given)	-4	0%	-5%	-7	11%	-1%	40%	0%	11µM*	5%	.
Cc1cccc(CN2CCN(Cc3ccc4nonc4c3)CC2CCO)n1 (stereo not given)	-1	1%	-1%	-25	4%	-1%	-21%	14%	-2%	3%	2
COc1ccc(C(=O)Cc2ccc(OC)c(OC)c2)c(OC)c1	0	-2%	6%	-2	?	2%	42%	-1%	?	2%	2
COC(=O)c1cc2sc(Cl)cc2n1CC(=O)NCCC(C)C	0	-7%	5%	16	4%	7%	0%	-8%	3%	-2%	-18
NC(=O)Nc1ccc(Oc2c(F)c(F)c(F)c(F)c2F)cc1	5	-5%	10%	4	-5%	-10%	5%	-7%	1%	-2%	0
O=C1CCC([N+](=O)[O-])C(c2ccc(Cl)c([N+](=O)[O-])c2)N1 (stereo not given)	1	-5%	-15%	-8	6%	-1%	-8%	0%	-2%	1%	7
COC(=O)[C@]1(Cc2ccccc2)N[C@H](c2ccc(-c3cc(C(C)=O)cs3)cc2)[C@@H]2C(=O)N(C)C(=O)[C@@H]21	.	-7%	-11%	4	.	-14%	.	-6%	1%	-2%	4
COC(=O)Nc1ccc(S(=O)(=O)N2CCCC(C(=O)Nc3cccc4c3OCCO4)C2)cc1 (stereo not given)	-3	0%	-6%	-15	-5%	-1%	26%	-6%	1%	.	0
Cc1ccc(C(=O)NCC(c2ccc(F)cc2)N2CCOCC2)cc1 (stereo not given)	2	-6%	0%	-29	4%	-2%	0%	-1%	-2%	6%	-7

Following part.
SMILES	FBPA coupling cs	Tb PFK block	ELG1 genotoxic	Giardia kill	Gal4-VP16 FLuc	NPC1 prom act	RORgamma inh	Rab9 prom act	FLuc modulator	uPA generation	KCNH2 3.1 inh
CCOC(=O)c1cnc2[nH]c3ccccc3n2c1=O	2	0%	-8%	6	3%	-7%	-6%	1%	0%	-36%	-4
Cc1sc2nc(CSC(C)C(=O)Nc3ccccn3)[nH]c(=O)c2c1C (stereo not given)	.	-5%	8%	15	.	3%	.	22%	?	-2%	14
CC1(C)OC(=O)C(=CNC(Cc2c[nH]c3ccccc23)C(=O)O)C(=O)O1 (stereo not given)	1	-1%	4%	-5	3%	-4%	0%	-3%	5%	6%	-2
COc1ccc(-n2c(SCC(=O)NCC3CCCO3)nc3c([nH]c4ccccc43)c2=O)cc1 (stereo not given)	6	0%	9%	-15	?	0%	-34%	13%	2%	1%	8
O=C(c1ccc2nccnc2c1)N1CCCC(N2CCN(c3ccc(F)cc3)CC2)C1 (stereo not given)	-4	-3%	-7%	-12	-4%	4%	9%	11%	0%	0%	-1
O=C(CCC(=O)c1cccs1)NCc1ccccc1Cl	.	0%	2%	-5	.	.	.	.	.	1%	-3
O=c1c(Oc2ccccc2F)coc2cc(OCc3cnn(-c4ccccc4)c3)ccc12	1	4%	3%	4	2%	1%	-10%	-3%	4%	13%	-3
COc1ccc(-c2csc(N(CCCN(C)C)C(=O)c3ccccc3C)n2)cc1	-3	5%	-10%	-6	-18%	8%	?	0.28µM*	2%	-9%	-32
O=C(N/C(=C\c1cccnc1)c1nc2ccccc2[nH]1)c1cccc(Br)c1	-1	2%	-3%	21	-14%	1%	21%	-3%	?	-11%	-38
COc1ccc(C2=[N+]([O-])C(C)(C)C(c3ccccc3)=N2)cc1	-2	1%	0%	-3	-11%	-3%	5%	1%	5%	-2%	5
Cc1nc2ncnn2c(N2CCN(C(=O)Cc3cccs3)CC2)c1C	2	.	.	6	-12%	.	17%	.	6%	.	-3
Cc1cccc(NC(=S)NC(=O)CC2CC(C)(C)OC2=O)c1 (stereo not given)	0	3%	2%	-2	-18%	-2%	11µM*	-15%	4%	4%	9
Cc1nc2c(sc3nc(N4CCOCC4)c4c(c32)CC(C)(C)OC4)c(-c2ccc(Cl)cc2)c1C(=O)O	-6	7%	-15%	-1	0%	2%	17%	-1%	3%	?	-5
Cc1cccc(-n2c(Cc3ccccc3)n[nH]c2=S)c1	4	-14%	-1%	4	14µM*	-2%	4µM*	-4%	?	0%	6
COCCCNC(=O)c1ccccc1Oc1ccccc1	-1	1%	0%	-1	1%	0%	-13%	-4%	2%	-3%	.
Cc1ccccc1Nc1nnc(-c2ccc(C(=O)NCCO)cc2)c2ccccc12	-2	3%	-2%	6	-2%	-4%	-18%	-1%	-1%	14%	-11
COc1ccc(N/N=C(/C)c2cnnc(-c3ccccc3)n2)cc1	1	-9%	?	6	-3%	14%	4%	5%	1%	6%	-2
O=C(O)c1nccnc1C(=O)NCCc1c[nH]c2ccccc12	1	0%	-1%	-2	1%	-2%	-10%	-1%	-3%	6%	4
COc1ccccc1C(=O)Oc1ccc(C(C)C)cc1	1	1%	?	-5	12%	-3%	?	-1%	9.5µM*	4%	-30
O=C(O)CCC(=O)N1N=C(c2c(-c3ccccc3)c3cc(Cl)ccc3[nH]c2=O)CC1c1ccccc1 (stereo not given)	-4	8%	-14%	-12	3%	1%	-8%	-5%	0%	0%	1
COc1cccc(NC(=O)C2C3C=CC(C3)C2C(=O)O)c1 (stereo not given)	-3	0%	4%	7	-1%	2%	?	1%	3%	3%	12
O=c1c(Cl)c(NCc2ccc(F)cc2)cnn1C12CC3CC(CC(C3)C1)C2	0	0%	-9%	-19	?	-2%	19%[10 µM]	0%	-9%	3%	-35

Rows were taken by chance, and some 14% of all compounds hit somewhere here.
